# NSD2 HMT inh = NSD2 histone methyltransferase inhibitors, primary screen, biochemical, AlphaScreen, single concentration, set 2. Histone-lysine N-methyltransferase NSD2 (Homo sapiens), O96028. NSD2 peptide methylation, 120 min. inhibition, % at 12.5 µM. 0.54% of 310,000 active; in the data active = inhibition above about 50%
# PKA-R2B activ = activators of PKA-R2B holoenzyme, primary screen, biochemical, fluorescence polarization, Cy5-IP20, human; 0.079% of 340,000 active; PKA-R2B holoenzyme dissociation; R2B truncated from residue 108, S112A mutant; 0% DMSO only, 100% 113 µM cGMP; cAMP-dependent protein kinase catalytic subunit beta (Homo sapiens) + cAMP-dependent …; activation, % at 11.4 µM;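 active = activation above a cutoff set at the mean over all compounds plus 3 SD, cut at about 18% in these data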;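 also: higher means more holoenzyme dissociation and a rise in polarization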
# SR-BI uptake up = activators of SR-BI mediated DiI-HDL uptake, primary screen, ldlA[mSR-BI] CHO cells, DiI fluorescence; 3 h; 100 = double the neutral-control signal; activation, % at 12.5 µM; 0.096% of 320,000 active; AID 504775, 2011;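 active = mean replicate activation of at least 60% and every replicate at or above 60%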;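 also: 0% = median plate neutral-control signal and 100% = twice that signal; values of inactives mirror those of a sister screen read the other way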
#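 Test system: SR-BI-overexpressing, LDLR-lacking CHO cells; Medium: Ham's F12 with 0.5% BSA, HEPES 25 mM, pH 7.4; Schedule: 3 h, 37 °C; Technique: bottom-read fluorescence, 550/595 nm.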
# SR-BI HDL uptake = inhibitors of SR-BI mediated HDL lipid uptake, primary screen, ldlA[mSR-BI] cells, fluorescence, single point. 0.96% of 320,000 active. Scavenger receptor class B member 1 (Mus musculus), Q61009. ldlA[mSR-BI] CHO cells, DiI-HDL uptake fluorescence, 3 h. AID 488896, 2010. inhibition, % at 12.5 µM;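 active = mean replicate inhibition of at least 70% and a set share of replicates each scoring 70 or more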;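 also: 0% = median of neutral control wells and 100% = median of positive control wells; values of inactives mirror those of a sister screen read the other way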
# Target sequence (Q61009 whole entry, looked up): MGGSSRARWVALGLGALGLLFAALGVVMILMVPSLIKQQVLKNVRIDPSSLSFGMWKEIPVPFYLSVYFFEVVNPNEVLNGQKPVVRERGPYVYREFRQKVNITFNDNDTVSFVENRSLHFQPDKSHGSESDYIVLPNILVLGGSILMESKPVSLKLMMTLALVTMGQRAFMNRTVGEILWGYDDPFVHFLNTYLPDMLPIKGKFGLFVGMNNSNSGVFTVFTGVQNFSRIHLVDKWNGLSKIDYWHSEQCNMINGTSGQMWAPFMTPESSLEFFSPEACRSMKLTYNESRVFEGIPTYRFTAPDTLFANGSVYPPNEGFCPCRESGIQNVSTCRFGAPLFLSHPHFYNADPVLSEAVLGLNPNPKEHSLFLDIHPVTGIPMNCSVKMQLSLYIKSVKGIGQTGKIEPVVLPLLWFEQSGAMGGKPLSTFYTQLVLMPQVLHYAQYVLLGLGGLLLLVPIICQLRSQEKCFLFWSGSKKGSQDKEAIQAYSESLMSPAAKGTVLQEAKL
# C-LANA FP = inhibitors of KSHV C-LANA binding to DNA, primary screen, biochemical, fluorescence polarization, FAM-LBS DNA, MBP-C-LANA, single point; Kaposi's sarcoma herpesvirus LANA C-terminal domain (residues 932-1162) DNA binding; inhibition, % at 9 µM; 0.078% of 340,000 active; AID 504423, 2011;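 active = highest replicate inhibition at or above 60% at 9 µM, even if other replicates fall short; inactive = all replicates below 60% inhibition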;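 also: 0% = neutral control wells and 100% = 4 µM acridine orange control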
# Cardiac RTF inh = cardiac RTF calcium sensitivity inhibitors, primary screen, biochemical, IANBD-TnC fluorescence, EC70 calcium; Troponin I, cardiac muscle (Homo sapiens) + Troponin T, cardiac muscle (Homo sapiens) + …; inhibition, % at 7.15 µM; IANBD-labeled cardiac RTF, Ca2+ fluorescence; 0.12% of 340,000 active;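 active = inhibition above the mean inhibition of all tested compounds plus 3 SD, cut at about 17% in these data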;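 also: assay run at fixed EC70 calcium of 1.6 mM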
# Keap1-Nrf2 PPI = Keap1-Nrf2 protein-protein interaction inhibitors, primary screen, biochemical, fluorescence polarization, single point. 0.15% of 340,000 active. Keap1 Kelch-Nrf2 peptide fluorescence polarization, 1536-well. inhibition, % at 9.4 µM. AID 504523, 2011. Kelch-like ECH-associated protein 1 (Homo sapiens), Q14145; in the data active = inhibition above about 12%;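 also: human Keap1 Kelch domain with fluorescein labeled Nrf2 9mer peptide probe; 0% = neutral control wells and 100% = peptide positive control; higher means more block of Keap1 binding to Nrf2 peptide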
# Target sequence (Q14145 whole entry, looked up, the tested form may be a part): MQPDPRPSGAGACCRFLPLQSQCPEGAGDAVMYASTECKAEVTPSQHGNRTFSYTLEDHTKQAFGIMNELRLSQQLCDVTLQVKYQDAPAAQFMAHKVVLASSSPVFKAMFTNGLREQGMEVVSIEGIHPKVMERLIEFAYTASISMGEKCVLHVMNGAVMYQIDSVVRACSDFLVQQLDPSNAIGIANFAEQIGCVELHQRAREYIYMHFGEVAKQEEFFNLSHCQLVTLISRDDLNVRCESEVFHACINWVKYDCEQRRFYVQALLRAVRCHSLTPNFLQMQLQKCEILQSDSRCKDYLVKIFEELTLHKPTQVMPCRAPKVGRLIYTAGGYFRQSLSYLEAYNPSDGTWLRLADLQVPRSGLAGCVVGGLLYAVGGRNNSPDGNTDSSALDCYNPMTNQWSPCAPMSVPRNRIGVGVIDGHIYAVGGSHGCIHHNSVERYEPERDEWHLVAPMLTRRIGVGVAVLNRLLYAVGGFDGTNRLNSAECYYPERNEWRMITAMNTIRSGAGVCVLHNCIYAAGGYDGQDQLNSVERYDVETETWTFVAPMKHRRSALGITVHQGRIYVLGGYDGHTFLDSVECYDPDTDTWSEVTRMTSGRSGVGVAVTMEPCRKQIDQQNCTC
# DAGLB inhibitor = DAGLB lipase inhibitors, primary screen, biochemical, fluorescence, HTS. HEK293T DAGLB membrane lysate, EnzChek fluorogenic substrate. inhibition, % at 5.17 µM. 0.059% of 340,000 active. AID 504411, 2011; in the data active = inhibition above about 34%;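 also: 0% = enzyme with vehicle and 100% = wells lacking enzyme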
# PvdQ inh = P. aeruginosa PvdQ acylase inhibitors, primary screen, biochemical, fluorescence, plate reader and imaging, single point; PvdQ acylase [Pseudomonas aeruginosa LESB58]; purified PvdQ acylase; inhibition, % at 10 µM; 0.063% of 340,000 active; in the data active = inhibition above about 30%, passing the limit was not always enough;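 also: 0% = vehicle neutral wells and 100% = reference inhibitor wells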
# Arr AP2 block = inhibitors of beta-arrestin/AP2 binding, primary screen, biochemical, GPCR trafficking, flow cytometry | beta-arrestin 1 C-terminal peptide binding to AP2 beta2-adaptin appendage (human) | FITC-arrestin peptide / GST-AP2 beads; AP2 beta2 appendage carries R879A mutation | inhibition, % at 10 µM | 0.31% of 340,000 active | AID 504490, 2011;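 active = inhibition above a set limit, near 3 SD of compounds lacking own fluorescence, cut at about 54% in these data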;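 also: plate controls were DMSO wells for no effect and 5 µM unlabelled arrestin peptide for full effect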
#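 Test system: GST-tagged AP2 beta2-adaptin appendage (R879A) on 4 µm glutathione beads; also added: fluorescein-tagged arrestin peptide at 50 nM final; timing: 12 min plus 1 h, RT; signal: flow cytometry, FL1 (488/535 nm); read-out: percent drop in bead-associated FITC signal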
# Numbers without * were called inactive; x = not tested or not shown.
SMILES,NSD2 HMT inh,PKA-R2B activ,SR-BI uptake up,SR-BI HDL uptake,C-LANA FP,Cardiac RTF inh,Keap1-Nrf2 PPI,DAGLB inhibitor,PvdQ inh,Arr AP2 block
CC(=O)c1ccc(S(=O)(=O)Nc2ccc(C(=O)N(C)CC(=O)Nc3cccc(C)c3C)cc2)cc1,6,0,8,-8,-0.7,-1,0,-5,5,14
O=C(COC(=O)COc1ccccc1[N+](=O)[O-])NC1CCCC1,-4,3,22,-22,-0.5,-3,4,0,-11,11
CCn1c(SCC(=O)N2CCCCCC2)nc2c(c1=O)SCC2,0,-16,13,-13,-0.5,-4,-3,-2,4,21
Cc1ccc2nc(SCC(=O)Nc3c(F)cccc3F)[nH]c2c1,-3,-7,10,-10,-0.1,0,-1,-3,5,36
O=C(C/C=N/OCc1c(Cl)cccc1Cl)c1ccccc1,-2,-3,6,-6,0.6,0,-4,-7,-10,-4
CC(=O)NCC(=O)N1CCCC(C(=O)c2ccc(-c3ccccc3)c(F)c2)C1 (centres undefined),x,4,x,x,-0.2,5,1,-1,-9,6
CCOc1ccc(S(=O)(=O)NCCC(=O)N2CCCN(C)CC2)cc1,3,6,20,-20,0.3,6,-5,1,-4,-3
CC(C)CNS(=O)(=O)c1cc(C(=O)O)c(Cl)cc1Cl,-2,4,x,x,0.4,-5,4,2,-5,-2
COc1cc2c(cc1OC)C(CC#N)=NC(C)(C)C2,x,1,-3,3,-1.3,-10,-3,-1,24,-57
COc1ccc2ccc(Oc3ncccn3)cc2c1,1,6,1,-1,1.1,-7,-2,-3,-24,-1
C=C(C)Cn1c(N2CCN(CC)CC2)nc2c1c(=O)[nH]c(=O)n2C,x,-2,31,-31,1.7,-6,-4,-2,1,5
Cc1ccc(N(CC(=O)NC2CCCCC2)S(=O)(=O)c2c(C)nn(C)c2C)cc1,2,-6,5,-5,-1.8,-5,3,2,-5,-1
CCn1c(COc2ccc(C)cc2)nnc1SCC(=O)Nc1cc(OC)ccc1OC,1,-12,-65,65,1.5,0,3,1,-12,8
CCN(c1ccccc1)S(=O)(=O)c1ccc(C(=O)NCC(=O)Nc2ccc(F)c(F)c2F)cc1,1,1,-41,41,-0.2,-2,-5,-3,-5,29
Nc1nnnn1/N=C/c1ccc(Cl)cc1,0,-1,0,0,-3.0,-7,-3,0,-6,-8
CC(C)C(Cl)=NOC(=O)Nc1ccc(S(N)(=O)=O)cc1,0,3,29,-29,-1.3,-8,-11,-3,-21,-13
Cc1ccc(-c2cc(-c3ccc(F)cc3)nc(N)c2C#N)o1,-2,-6,-41,41,-1.2,-5,-1,-4,-10,x
CC(C)n1c(=O)n(CC(=O)NCC2CCCO2)c(=O)c2c3c(sc21)COC(C)(C)C3 (centres undefined),-11,-5,15,-15,0.5,2,-2,-3,5,13
Cn1nc(CC(=O)Nc2ncc(Br)s2)c2ccccc2c1=O,0,-10,26,-26,0.9,-4,2,-4,16,22
COc1ccc2[nH]c3c(=O)n(CCN4CCOCC4)cnc3c2c1,-11,-7,7,-7,-1.6,6,0,-3,1,12
CC(=O)Nc1ccc(C2=CC(=O)CC(C)(C)C2)cc1,x,-6,23,-23,1.0,-8,0,-4,0,6
CCOC(=O)c1cc(C(=O)OCC)cc(-n2c(C)cc(C(=O)CN3CCOCC3)c2C)c1,1,7,-12,12,1.3,-6,-5,-2,-13,-3
Cc1ccc2[nH]c3c(c2c1)CN(C(C)C)CC3,3,-2,-2,2,2.7,-20,-4,2,-10,-9
Cc1cccc(NC(=O)C(=O)NCc2ccccn2)c1,x,-9,11,-11,1.1,-1,-4,4,-2,4
O=C(Nc1ccc(N2CCOCC2)cc1)c1ccc(COc2ccccc2)cc1,-1,0,x,x,0.6,11,0,6,-2,3
Cc1ccccc1C(=O)NCCSc1ccccc1,-2,-11,-14,14,-0.6,-2,-2,-1,-4,34
COC(=O)c1sc2ccccc2c1NC(=O)c1ccc(S(=O)(=O)N2CCCC(C)C2)cc1 (centres undefined),-4,4,-40,40,0.4,-2,-5,-3,-16,0
C[C@H](CO)N1C[C@H](C)[C@@H](CN(C)Cc2ccc(-c3ccccc3)cc2)Oc2c(NC(=O)Nc3ccc(C(F)(F)F)cc3)cccc2C1=O,x,-7,20,-20,4.2,2,-5,0,-7,-2
CCCCCc1c(O)nc(SCCN(CC)CC)[nH]c1=O,10,0,2,-2,-0.9,3,0,0,21,11
O=S(=O)(c1cnc[nH]1)N1CCc2ccccc21,-1,-3,18,-18,-8.0,-5,-21,-1,-23,-3
O=C(C[n+]1ccc(-c2nnc3n2CCC3)cc1)c1ccc(Cl)cc1,0,9,11,-11,-4.0,3,0,0,6,22
CC(C)(C)c1ccc(C(=O)NNc2ccc(F)cc2F)cc1,0,1,-9,9,2.0,5,8,-3,-11,0
Cc1nc2nc(C)c(NS(=O)(=O)c3ccc(Cl)s3)c(=O)n2[nH]1,-1,-2,x,x,1.3,4,-4,-3,5,31
Cc1ccccc1NS(=O)(=O)c1ccc(C(=O)NCCCN2CCCC2=O)cc1,0,-3,6,-6,-1.6,-14,6,0,-8,-10
COc1ccc(C(=O)Nc2c(-c3cccs3)c(=O)c3ccccc3n2C)cc1,-2,-7,-16,16,-1.8,-3,-1,-4,0,42
O=C(O)C1CCN(C(=O)CSc2nnc(-c3ccccc3)o2)CC1,0,3,10,-10,11,-5,-2,1,-13,-8
C=CCNc1nc2c(c(=O)[nH]c(=O)n2C)n1CCCCC,-2,-7,9,-9,0.0,-9,2,-1,-15,2
COc1cc(NC(=O)c2ccc(Cl)cc2)c(OC)cc1NC(=O)CN1CCCCC1,11,x,-50,50,1.3,x,-2,x,2,42
Cc1ccc(S(=O)(=O)N2CCN(C(=O)[C@H](Cc3ccccc3)NC(=O)c3ccco3)CC2)cc1,-3,-3,-1,1,2.5,-8,-2,-1,-16,11
CCC(=O)NC1OC(CO)C(O)C(O)C1O (centres undefined),2,-12,15,-15,-0.8,2,-2,0,3,8

# Compounds from the list above that contain a COOH group (2):
SMILES,NSD2 HMT inh,PKA-R2B activ,SR-BI uptake up,SR-BI HDL uptake,C-LANA FP,Cardiac RTF inh,Keap1-Nrf2 PPI,DAGLB inhibitor,PvdQ inh,Arr AP2 block
CC(C)CNS(=O)(=O)c1cc(C(=O)O)c(Cl)cc1Cl,-2,4,x,x,0.4,-5,4,2,-5,-2
O=C(O)C1CCN(C(=O)CSc2nnc(-c3ccccc3)o2)CC1,0,3,10,-10,11,-5,-2,1,-13,-8

# Next section.
SMILES,NSD2 HMT inh,PKA-R2B activ,SR-BI uptake up,SR-BI HDL uptake,C-LANA FP,Cardiac RTF inh,Keap1-Nrf2 PPI,DAGLB inhibitor,PvdQ inh,Arr AP2 block
CC(NC(=O)c1ccc(Cl)cc1)c1nnc(SCc2ccc([N+](=O)[O-])cc2)n1C (centres undefined),-2,2,25,-25,1.2,-8,3,-2,-11,6
CS(=O)(=O)c1ccc2nc(NC(=O)c3cccc([N+](=O)[O-])c3)sc2c1,3,3,-10,10,6.6,4,-5,0,3,9
CCCN(CC(=O)Nc1ccccc1OC)C(=O)CCCN1C(=O)c2ccccc2C1=O,-2,5,-1,1,0.0,-3,-5,0,0,13
CCn1c2ccccc2c2cc(CN3CCN(Cc4cc(OC)ccc4O)CC3)ccc21,24,9,-25,25,-1.0,1,-2,-2,0,8
O=C1CN=CN=CN1c1ccc(Cl)cc1Cl,2,-3,-9,9,0.2,2,-8,0,-6,1
O=C(O)C1C2OC(C(Br)C2Br)C1C(=O)O (centres undefined),-4,-3,8,-8,0.5,8,3,0,-10,9
NC(=O)COC(=O)c1cc(S(=O)(=O)N2CCOCC2)ccc1N1CCCCC1,x,-3,x,x,1.6,-3,7,-3,-7,-5
Cc1ccc(S(=O)(=O)N(CC(=O)N2CCc3ccccc3C2)c2cccc(Cl)c2)cc1,x,-1,7,-7,0.6,-9,0,-9,-18,0
Cc1ccc(-c2nc(N)n(C(=O)Cc3ccccc3)n2)cc1,1,-8,-4,4,-1.3,-4,3,-7,-7,11
C=C(C(=O)O)C1CCC2(C)CCCC(C)(O)C2C1 (centres undefined),x,-1,24,-24,2.0,4,-5,0,-3,-1
O=C(Nc1ccc([N+](=O)[O-])cc1)c1cc(-c2ccccn2)nc2c(Cl)cccc12,-3,0,-51,51,1.0,8,3,-1,-7,-23
COc1ccccc1[C@@H]1C(c2ccccc2)=NN(c2ccccc2)[C@H]1C(=O)N1CCOC1=O,x,-6,-18,18,0.0,-6,-9,-2,-24,12
Cc1cc(=O)n2[nH]c(-c3ccccc3)cc2n1,x,0,23,-23,-1.8,0,-1,-3,-19,5
Cc1cc(C)n(CCCNC(=O)CN(C)S(=O)(=O)c2ccc(Cl)cc2)n1,1,5,-9,9,0.0,9,1,-1,-2,0
COc1ccc(C)cc1NC(=O)C(OC(=O)CNC(=O)c1ccc(Br)cc1)c1ccccc1 (centres undefined),0,2,-5,5,-1.3,-8,-4,-11,-10,-10
CCN(CC)CCN(C(=O)/C=C/c1cccs1)c1nc2ccc(Cl)cc2s1,3,-6,x,8,-0.7,0,-1,-12,11,13
COc1ccc(OC)c2[nH]c(=O)c(CCNC(C)=O)cc12,x,4,-9,9,-1.5,-14,-2,2,-11,-4
CCS(=O)(=O)c1ccc2oc(SCC(=O)c3c(N)n(C4CC4)c(=O)[nH]c3=O)nc2c1,x,-1,-23,23,0.9,-3,5,3,-10,-19
Clc1cccc(CN2CCCCCCC2)c1Cl,-2,3,0,0,-0.9,2,-3,0,-14,-6
COC(c1ccc(Cl)cc1)(c1ccc(Cl)cc1)C(Oc1nccc(C)n1)C(=O)O (centres undefined),0,3,0,0,0.4,-2,-1,8,-1,34
Cc1csc(NC(=O)c2cc(C)nc3ccccc23)n1,4,1,-2,2,-1.7,-8,0,-2,3,16
COc1cc(OC)cc(C(=O)N[C@H](C(=O)OCC(=O)c2c[nH]c3ccccc23)C(C)C)c1,-2,-4,-14,14,1.3,-15,-6,-2,-11,19
Cc1ccc(C(=O)OCc2cc(=O)n3ccsc3n2)s1,-3,8,9,-9,2.9,-2,-2,-1,-16,34

# Assay outcomes (PubChem BioAssay)
